Screening data from PubChem BioAssay.
GDH-TPI counter – GDH-TPI coupled enzyme inhibition counter-screen | inhibition, % at 4.8 µM | actives 1.2% (n = 360,000) | GDH-TPI coupled enzyme counterscreen, NADH absorbance;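 note: 0% = DMSO wells and 100% = wells lacking the enzyme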
Rv3671c protease – Rv3671c (M. tuberculosis) protease inhibition. P9WHR9. inhibition, % at 5.96 µM. actives 0.048% (n = 320,000). AID 2606; in the data active = inhibition above about 38%;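 note: extracellular domain of Rv3671c used as enzyme; 0% = enzyme with DMSO and 100% = no enzyme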
DUSP3 inh – DUSP3 (human) phosphatase inhibition; AID 1654; recombinant VHR phosphatase, pNPP absorbance; inhibition, % at 13.3 µM; actives 0.52% (n = 290,000); in the data active = inhibition above about 50%; note: some compounds called inactive have numbers as strong as hits
Target sequence (P51452 whole entry, looked up): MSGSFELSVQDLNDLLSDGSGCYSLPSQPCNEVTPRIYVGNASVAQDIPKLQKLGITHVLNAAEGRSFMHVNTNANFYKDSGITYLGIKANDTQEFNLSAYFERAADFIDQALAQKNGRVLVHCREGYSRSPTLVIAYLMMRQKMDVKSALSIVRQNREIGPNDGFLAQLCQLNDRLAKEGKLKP
BoNT-F LC inh – BoNT F light chain protease inhibition; Multiplex microsphere protease cleavage assay, flow cytometry; inhibition, % at 10 µM; actives 0.22% (n = 360,000); in the data active = inhibition above about 35%, passing the limit was not always enough; inconclusive = no clear call, values can overlap the other calls; note: plate controls were buffer without enzyme for full effect and enzyme alone for no effect
FBA Mtb inh – inhibits M. tuberculosis FBA enzyme; P9WQA3; purified M. tuberculosis FBA, fluorescence read-out; inhibition, % at 1 µM; actives 2.3% (n = 360,000); in the data active = inhibition above about 27%;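 note: 0% = vehicle and 100% = reference inhibitor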
Target sequence (P9WQA3 whole entry, looked up): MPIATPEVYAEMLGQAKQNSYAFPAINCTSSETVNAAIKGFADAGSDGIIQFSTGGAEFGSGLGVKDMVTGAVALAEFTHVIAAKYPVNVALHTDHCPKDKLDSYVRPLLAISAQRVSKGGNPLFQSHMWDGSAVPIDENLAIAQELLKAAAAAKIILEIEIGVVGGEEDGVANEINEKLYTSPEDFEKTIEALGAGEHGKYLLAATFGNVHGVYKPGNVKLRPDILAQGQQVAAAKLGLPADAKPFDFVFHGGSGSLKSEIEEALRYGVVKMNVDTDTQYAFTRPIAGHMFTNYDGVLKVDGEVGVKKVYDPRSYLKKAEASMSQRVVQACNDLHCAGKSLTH
Mtb BioA inh – inhibitors of Mycobacterium tuberculosis BioA enzyme. purified M. tuberculosis BioA enzyme, plate reader. inhibition, % at 9.99 µM. actives 0.096% (n = 360,000). AID 602481; in the data active = inhibition above about 40%; inconclusive = no clear call, values can overlap the other calls
UGM FP inh – Mtb UDP-galactopyranose mutase inhibition; P9WIQ1; purified UGM, fluorescence polarization probe displacement; inhibition, % at 10 µM; actives 0.06% (n = 320,000); AID 504406; in the data active = inhibition above about 10%, passing the limit was not always enough; inconclusive = no clear call, values can overlap the other calls
Target sequence (P9WIQ1 whole entry, looked up): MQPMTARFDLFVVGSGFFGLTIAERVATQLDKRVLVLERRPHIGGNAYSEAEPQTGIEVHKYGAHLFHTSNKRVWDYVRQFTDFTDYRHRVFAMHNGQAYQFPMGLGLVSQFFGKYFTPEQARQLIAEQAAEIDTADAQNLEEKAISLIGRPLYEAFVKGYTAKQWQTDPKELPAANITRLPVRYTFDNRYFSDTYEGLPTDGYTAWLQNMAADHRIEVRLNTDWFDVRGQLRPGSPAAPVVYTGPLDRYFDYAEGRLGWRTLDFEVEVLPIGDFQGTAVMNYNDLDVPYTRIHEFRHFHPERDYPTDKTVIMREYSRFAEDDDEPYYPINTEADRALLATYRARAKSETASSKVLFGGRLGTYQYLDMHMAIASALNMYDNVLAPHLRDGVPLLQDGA
FadD28 binding – blocks FadD28 binding to the bisubstrate probe; fluorescence polarization; inhibition, % at 12.5 µM; actives 0.22% (n = 360,000); in the data active = inhibition above about 8.5%, passing the limit was not always enough; inconclusive = no clear call, values can overlap the other calls
MazF activator – MazEF (E. coli) toxin RNase activation. actives 0.32% (n = 350,000). AID 504720. FAM/BHQ RNA-DNA oligo cleavage fluorescence, 5 h. activation, % at 20 µM. P0AE70; in the data active = activation above about 50%
Target sequence (P0AE70 whole entry, looked up): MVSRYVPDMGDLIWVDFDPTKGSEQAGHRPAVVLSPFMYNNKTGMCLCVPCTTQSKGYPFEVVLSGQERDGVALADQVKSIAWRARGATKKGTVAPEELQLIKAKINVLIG
CCHF vOTU inh – blocks the CCHF virus ovarian tumor domain protease. CCHFV vOTU protease, Pep-AMC fluorescence. inhibition, % at 11.5 µM. actives 0.55% (n = 370,000). AID 651958; note: 0% = vehicle wells with enzyme and 100% = no enzyme wells
* = called active by the depositor; ? = inconclusive; · = no result given. Cut-off read from the data, not from the text of the source, unless noted: active = inhibition above about 30%; inactive = the rest.

The opening three compounds, ahead of the listing:
SMILES	GDH-TPI counter	Rv3671c protease	DUSP3 inh	BoNT-F LC inh	FBA Mtb inh	Mtb BioA inh	UGM FP inh	FadD28 binding	MazF activator	CCHF vOTU inh
O=C(Nc1ccc(C2CC2(Cl)Cl)cc1)c1cccc([N+](=O)[O-])c1 (stereo not given)	7.4	-13.8	9.2	7.1	0.9	1.2	2.0	-2.5	5.4	14.2
O=C(CCS(=O)(=O)c1ccc(F)cc1)Nc1ccc(N2CCN(Cc3ccccc3)CC2)cc1	-1.8	-0.8	·	-13.4	1.0	-1.6	0.9	-1.3	9.9	16.5
C=CCn1c(SCc2ccccc2)nc(O)cc1=O	-4.8	-9.2	28.3	-0.7	1.1	0.0	1.1	-4.6	-8.8	8.2

The listing, repeating the preview:
SMILES	GDH-TPI counter	Rv3671c protease	DUSP3 inh	BoNT-F LC inh	FBA Mtb inh	Mtb BioA inh	UGM FP inh	FadD28 binding	MazF activator	CCHF vOTU inh
O=C(Nc1ccc(C2CC2(Cl)Cl)cc1)c1cccc([N+](=O)[O-])c1 (stereo not given)	7.4	-13.8	9.2	7.1	0.9	1.2	2.0	-2.5	5.4	14.2
O=C(CCS(=O)(=O)c1ccc(F)cc1)Nc1ccc(N2CCN(Cc3ccccc3)CC2)cc1	-1.8	-0.8	·	-13.4	1.0	-1.6	0.9	-1.3	9.9	16.5
C=CCn1c(SCc2ccccc2)nc(O)cc1=O	-4.8	-9.2	28.3	-0.7	1.1	0.0	1.1	-4.6	-8.8	8.2
O=C1CC(C(=O)O)S/C(=N\NC(=O)c2ccccc2)N1 (stereo not given)	1.2	7.2	-3.7	3.0	-2.1	-1.4	-0.1	-2.3	-3.3	0.6
COc1cccc(NC(=O)c2ccc(-c3ccccc3[N+](=O)[O-])o2)c1	10.7	-10.5	16.0	1.1	-0.1	·	-4.9	-1.8	3.1	16.0
CCOc1ccc(Cl)cc1-c1cc(C(=O)NCc2ccccc2OC)[nH]n1	4.6	·	·	-3.2	-2.9	-0.5	·	-6.7	·	0.4
COc1ccc(C(NC=O)c2cc(OC)c(OC)cc2Br)cc1OC (stereo not given)	-4.9	-0.3	2.6	-8.0	-0.4	1.3	3.6	-3.7	19.6	5.6
Cc1ccccc1C(=O)N1CCC(C(=O)NC(C)c2ccc(-n3ccnc3)cc2)CC1 (stereo not given)	2.1	-2.0	8.6	-6.0	-0.5	-0.2	0.2	-4.2	1.1	1.2
COc1cc(C(=O)OCC(=O)Nc2ccc(S(=O)(=O)NC3=NCCCCC3)cc2)cc(OC)c1OC	1.8	3.4	·	-2.3	3.8	-1.5	2.0	0.3	2.4	-7.8
FC(F)(F)c1cc(-c2ccccc2)nc2nc(N3CCOCC3)sc12	3.5	3.4	-5.3	-0.8	7.4	·	-0.8	-2.1	-11.0	1.5
CN1CCN(C(=O)COc2ccc(Oc3ccccc3)cc2)CC1	-10.4	-3.7	6.9	-2.7	-1.0	·	-3.2	-4.0	-6.3	1.5
COc1ccc(/C=N/NC(=O)Cn2cnc3ccccc3c2=O)cc1OC	11.2	-1.9	-4.5	-2.5	-1.3	-0.9	-0.1	-2.3	5.1	-10.5
CCN(CC)S(=O)(=O)c1ccc(N2CCOCC2)c(NC(=O)c2cccc3c(=O)c(C)c(-c4ccccc4)oc23)c1	1.4	-17.9	·	-1.1	-3.5	1.5	0.8	-0.5	-5.0	6.1
COc1ccc(-c2nnc(SCC(=O)N3CCC(Cc4ccccc4)CC3)o2)cc1OC	6.8	-3.3	21.3	-2.6	0.1	-2.9	-0.8	-2.4	3.4	-3.4
CCOc1cccc2cc(C(=O)N3CC(C)OC(C)C3)c(=O)oc12 (stereo not given)	2.6	-3.3	10.7	9.9	-4.1	1.7	-0.7	-4.5	4.6	-24.4
COc1ccc(-c2ncc3ccccn23)cc1OC	-1.9	1.5	15.1	-16.4	2.4	6.6	-0.1	-2.3	4.5	5.2
Cc1ccc(C)c(NC(=S)N2CCN(Cc3ccccc3)CC2)c1	7.0	-2.7	21.2	2.7	-0.7	·	-1.8	-0.9	-3.9	-11.5
COc1ccc(N2CCN(C(=O)C(Cc3ccccc3)n3cccc3)CC2)cc1 (stereo not given)	-6.6	0.2	14.8	-2.4	1.6	1.3	0.3	0.5	-0.4	3.5
O=S(=O)(c1cccs1)N1CCC(CO)(Cc2cccc(F)c2)CC1	0.6	3.2	-14.0	0.1	-3.6	·	-1.8	-5.2	-0.3	-11.1
COc1cc(C=O)ccc1OCCOCCOc1c(C)cc(Cl)cc1Cl	-1.3	-4.5	3.3	18.9	11.3	-0.5	1.1	0.0	-7.4	17.7
COc1ccc(OC)c2sc(N3CCN(C(=O)c4ccc([N+](=O)[O-])s4)CC3)nc12	12.4	-23.3	·	?	2.2	0.1	-0.8	0.6	-3.9	11.2
O=C(Nc1nc(-c2cccc([N+](=O)[O-])c2)cs1)c1cccc([N+](=O)[O-])c1C(=O)O	1.0	4.4	-5.2	-13.8	-0.9	4.2	0.2	1.7	4.0	8.2
CCN1CCCc2cc(CN(CCN3CCOCC3)C(=S)Nc3cccc(Cl)c3)ccc21	13.9	6.3	22.3	-18.1	-5.8	-3.0	-0.4	-2.9	-12.1	-7.7
COCCCNCC(=O)Nc1ccc(OC(F)(F)F)cc1	0.8	4.2	16.1	10.1	0.9	-2.3	4.7	1.1	2.5	17.1
CC1CCN(S(=O)(=O)CCNC(=O)c2ccccc2)CC1	-0.7	-10.3	·	-1.4	-2.7	-0.5	-0.3	-1.0	2.2	-9.9
CC(C)CN1C(=O)c2ccc(C(=O)Nc3nccs3)cc2C1=O	15.4	-2.9	-0.2	-4.6	2.8	-0.6	1.8	-0.8	6.4	3.7
CN(C)CCCOC(=O)COc1ccc(Br)cc1	-6.4	6.7	7.7	?	-0.6	·	-1.3	-2.9	8.5	-3.4
CC(=O)Nc1ccc(/C=N/NC(=O)c2cccs2)cc1	18.5	-2.1	17.9	-2.0	-1.5	·	-0.4	-1.2	0.5	15.0
CCC(=O)Nc1ccc(/C(C)=N\NC(=O)c2ccc(C)s2)cc1	19.7	0.9	4.1	-5.9	-1.7	1.2	1.3	-1.2	1.9	8.4
CC(C)NC(=O)C1(C)CCN1C(=O)c1ccc(F)c(Cl)c1 (stereo not given)	0.9	·	·	2.4	-0.7	1.3	·	-3.8	·	-2.4
COC(=O)c1ccc2[nH]c(C)c(CN3CCCC3)c(=O)c2c1	7.8	·	28.0	-12.1	13.7	1.3	·	-0.7	-11.0	-2.0
COc1ccccc1N1CCN(C(=S)Nc2ccc(F)cc2)CC1	-7.1	3.5	-27.5	27.0	0.4	0.2	1.2	0.4	9.0	-5.5
COc1ccc2nc(NC(=O)CSc3nnc(C)s3)sc2c1	-4.2	0.7	14.4	-4.2	-1.5	·	-0.5	-1.4	2.6	0.8
O=C(C1CC=CCC1)N1CCN(C(=O)C2CC=CCC2)CC1 (stereo not given)	-1.7	6.5	4.4	?	4.3	1.7	-4.7	-2.3	2.5	12.3
Cc1ccc(C)c(N2CCN(C(=O)CN3C(=O)c4ccccc4C3=O)CC2)c1	-13.8	-0.1	8.5	-4.9	0.6	-0.5	4.6	-2.9	-7.3	-1.8
CCc1ccc(CNCc2cccs2)cc1	-3.1	0.2	28.2	-25.7	1.8	·	0.1	-2.9	13.7	9.0
CN(Cc1ccccc1)C(=O)c1cccc(N2C(=O)NC3CC2(C)Oc2ccccc23)c1 (stereo not given)	5.5	5.5	43.2	6.6	0.7	0.6	1.5	1.4	6.2	2.0
Fc1ccc(-c2cnn3c(-c4ccncc4)ccnc23)cc1	8.6	9.7	15.2	-5.9	-4.9	·	-3.3	-3.8	2.6	12.9
Cc1ccc(NC(=S)N2CCC(NC(=O)c3ccccc3)CC2)cc1	-3.1	2.5	-2.7	0.6	6.0	-3.1	-1.1	0.7	6.6	-4.0
O=S(=O)(c1ccc(-n2cnnn2)cc1)N1CCN(c2ccccc2F)CC1	-4.3	0.6	-5.6	0.5	-0.5	-2.3	-2.4	-0.3	5.0	-7.2
COc1ccccc1N1CCN(Cc2ccc(Cl)cc2Cl)CC1	10.8	-8.7	12.5	-1.4	4.1	-0.8	1.0	-2.6	-9.5	22.8
Cc1nc(NC(=O)c2cc3c(C)nn(-c4ccccc4)c3s2)sc1C(=O)Nc1ccccc1	6.8	-21.2	3.6	-4.1	1.9	·	-1.5	-2.7	-8.1	0.4
CCOc1ccccc1N1CCN(C(=S)NC(=O)C23CC4CC(CC(C4)C2)C3)CC1	12.4	7.4	-4.7	-3.0	-0.5	·	-1.6	-0.1	-3.1	-12.9
COc1ccccc1CNC(=O)CSc1nnc2c(n1)[nH]c1ccc(F)cc12	-1.5	-4.6	6.7	-25.4	2.1	-0.3	-2.8	-2.8	12.9	7.5
CCOC(=O)Cn1c(CN2CCN(C(=O)c3ccco3)CC2)nc2c1c(=O)n(C)c(=O)n2C	3.5	-4.9	15.0	2.7	3.1	0.5	0.3	-1.7	8.8	-2.8
O=C(O)c1ccc(NC(=O)c2ccc3c(c2)C(=O)N(c2ccccc2)C3=O)cc1	-2.1	9.1	-11.0	37.8*	-1.9	0.8	-1.4	0.8	-7.6	6.1
Nc1ccc(-c2nc3nc(N)nc(N)c3nc2-c2ccc(N)cc2)cc1	13.0	6.1	48.2	?	-10.6	0.4	1.3	-1.7	-4.2	-0.7
Cc1nc(C(F)(F)F)ccc1C(=O)N1CCC1(C)C(=O)NS(=O)(=O)c1c(C)noc1C (stereo not given)	5.8	·	·	0.0	1.0	-0.3	·	-2.7	·	3.4
O=C1CSC(c2ccccc2)N1c1nc(-c2ccc(Cl)cc2Cl)cs1 (stereo not given)	-0.9	5.5	32.7	-1.9	-1.4	·	-1.5	0.5	-15.5	·
O=C(NC1CC1)C1CC(=O)N(c2ccccc2)C1 (stereo not given)	-5.2	5.1	19.6	9.2	-4.3	-0.6	-0.3	-3.3	2.7	11.9

An excerpt of these results, as a markdown table.
| canonical_smiles | GDH-TPI counter | Rv3671c protease | DUSP3 inh | BoNT-F LC inh | FBA Mtb inh | Mtb BioA inh | UGM FP inh | FadD28 binding | MazF activator | CCHF vOTU inh |
| --- | --- | --- | --- | --- | --- | --- | --- | --- | --- | --- |
| O=C(O)c1ccc(NC(=O)c2ccc3c(c2)C(=O)N(c2ccccc2)C3=O)cc1 | -2.1 | 9.1 | -11.0 | 37.8* | -1.9 | 0.8 | -1.4 | 0.8 | -7.6 | 6.1 |
| Nc1ccc(-c2nc3nc(N)nc(N)c3nc2-c2ccc(N)cc2)cc1 | 13.0 | 6.1 | 48.2 | ? | -10.6 | 0.4 | 1.3 | -1.7 | -4.2 | -0.7 |

(cont.)
SMILES	GDH-TPI counter	Rv3671c protease	DUSP3 inh	BoNT-F LC inh	FBA Mtb inh	Mtb BioA inh	UGM FP inh	FadD28 binding	MazF activator	CCHF vOTU inh
Cc1cc2[nH]c(=O)c(=O)[nH]c2cc1S(=O)(=O)NCC(C)c1ccccc1 (stereo not given)	17.7	·	·	2.9	23.8	0.3	·	-0.7	3.2	-14.5
N#Cc1c(N2CCCCC2)nc(N)c2c(N)nc(SCC(=O)O)cc12	21.2	-51.5	17.6	-2.7	29.2*	-1.2	0.2	?	17.3	-12.1
CN(c1ccccc1C(=O)Nc1ccc(S(=O)(=O)N2CCCC2)cc1)S(C)(=O)=O	3.4	-0.1	20.2	9.3	-0.6	-3.9	-2.6	-1.0	8.3	-14.2
CCN(CC(=O)Nc1ccc(C#N)c(Cl)c1)CC(=O)NC1CCS(=O)(=O)C1 (stereo not given)	-6.7	·	·	?	1.5	1.2	·	-2.6	6.3	-16.7
O=C(O)CN1C(=O)/C(=C\c2cccc(OCc3ccc(Cl)cc3)c2)SC1=S	30.0	-5.2	-3.8	-15.5	-1.1	7.8	0.6	-4.8	3.9	10.6
COc1ccc(/C=N/n2c(N)nc(-c3ccccc3)c2-c2ccccc2)cc1	26.1	-3.8	27.0	-1.4	4.5	-0.4	-3.0	2.4	8.2	5.0
COC(=O)N/N=C\c1ccc(OC/C=C/c2ccccc2)cc1	3.8	·	1.1	-12.0	0.8	-0.6	-2.2	0.1	-5.2	3.0
COc1ccc(NC(=O)COC(=O)c2ccc3ccccc3n2)cc1	9.9	-7.0	·	-4.6	-0.3	-6.4	0.1	-1.9	-2.9	4.7
